Bioassay records deposited in PubChem by several laboratories.
GlmU inhibition = inhibition of mycobacterial GlmU enzyme – biochemical, glucosamine-1-phosphate acetyltransferase (AID 1376) | hit rate 0.25% among 220,000 | M. tuberculosis GlmU acetyltransferase enzyme assay; higher % means a stronger effect | inhibition, %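 (tested at 30 µM in the primary screen)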; hits with a dose series show IC50 in µM; in the data active = inhibition above about 13%;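 also: 0% = complete reaction with vehicle and 100% = reaction without substrate; strong numbers were not always called active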
RmlCD inh 1536 = inhibitors of Mycobacterium tuberculosis RmlC and RmlD coupled enzymes; P9WH09+P9WH11; RmlC+RmlD coupled enzyme assay, percent inhibition; primary screen in compound mixtures; hit rate 0.03% among 160,000; AID 1533; inhibition, % at 3.6 µM; in the data active = inhibition mostly above about 34%, no sharp cut-off; also: some results filed as inactive read as strong as hits
Target sequence (P9WH09 whole entry, looked up): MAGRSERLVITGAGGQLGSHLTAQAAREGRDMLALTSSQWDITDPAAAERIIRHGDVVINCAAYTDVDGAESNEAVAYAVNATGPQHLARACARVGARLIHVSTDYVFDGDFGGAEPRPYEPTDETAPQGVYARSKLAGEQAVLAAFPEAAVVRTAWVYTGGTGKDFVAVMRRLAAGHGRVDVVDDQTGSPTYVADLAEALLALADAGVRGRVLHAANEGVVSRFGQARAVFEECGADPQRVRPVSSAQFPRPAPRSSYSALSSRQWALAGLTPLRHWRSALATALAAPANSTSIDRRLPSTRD
Target sequence (P9WH11 whole entry, looked up): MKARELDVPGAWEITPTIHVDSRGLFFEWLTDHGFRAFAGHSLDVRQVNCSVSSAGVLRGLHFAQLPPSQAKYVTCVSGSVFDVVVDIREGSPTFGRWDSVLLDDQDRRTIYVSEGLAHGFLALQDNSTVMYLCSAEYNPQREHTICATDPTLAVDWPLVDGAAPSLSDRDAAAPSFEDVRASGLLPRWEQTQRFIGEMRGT
* marks the source's active call; other numbers are inactive results; / = no result given.

The first 2 records, to show the layout:
nr | structure | RmlCD inh 1536 | GlmU inhibition
1 | CCOc1cc(/C=N/NC(=O)c2cc(C3CC3)[nH]n2)ccc1O | -12 | -2.5%
2 | Cc1ccccc1OCC(O)CN1CCN(CC(O)COc2ccccc2C)CC1 (stereo not drawn) | 5 | -0.2%

The whole of this part, from the start:
nr | structure | RmlCD inh 1536 | GlmU inhibition
1 | CCOc1cc(/C=N/NC(=O)c2cc(C3CC3)[nH]n2)ccc1O | -12 | -2.5%
2 | Cc1ccccc1OCC(O)CN1CCN(CC(O)COc2ccccc2C)CC1 (stereo not drawn) | 5 | -0.2%
3 | CC(=O)Oc1ccc(/C=C2/Oc3ccccc3C2=O)cc1 | -11 | 4.8%
4 | CCN1C(=O)C2(C(C#N)=C(N)Oc3c2c(C)nn3-c2ccccc2)c2ccccc21 (stereo not drawn) | 8 | 1.1%
5 | COc1cccc(OC)c1NC(=O)c1nc2c(nnn2Cc2ccccc2Cl)c(=O)[nH]1 | -16 | 0.7%
6 | CCC(C)c1ccc(OCCn2ccnc2)cc1 (stereo not drawn) | -7 | 0.9%
7 | CCOC(=O)N1CCN(c2nc(SC)nc3sc4c(c23)CC(C)(C)OC4)CC1 | / | -2.5%
8 | O=C(O)CCC(=O)N1CCc2cc(S(=O)(=O)N3CCCCC3)ccc21 | -12 | 2.4%
9 | O=C(Cn1nnc(-c2ccc(CN3CCOCC3)cc2)n1)NC1CCCCC1 | -4 | -1.2%
10 | CC1(C)N=C(c2ccccc2)[C@@H]2C(c3ccc([N+](=O)[O-])cc3)N21 (stereo partly drawn) | -5 | 1.2%
11 | CC1CCCN(C(=S)NCc2ccccc2)C1 (stereo not drawn) | / | 2.9%
12 | CCCOc1ccc(C(=O)N2CCCC2)cc1OC | / | -4.4%
13 | O=C(N/N=C/c1c(O)ccc2ccccc12)c1[nH]ncc1Br | / | 2.3%
14 | CCc1ccc(NC(=O)CS(=O)CC(=O)Nc2ccc(F)cc2F)cc1 (stereo not drawn) | / | 0.4%
15 | COc1ccc(-c2[nH]nc3c2C2(C(=O)N(CC(=O)O)c4ccccc42)C(C#N)=C(N)O3)cc1OC (stereo not drawn) | 7 | 4.3%
16 | COc1ccc(NC(=O)c2cc([N+](=O)[O-])ccc2N2CCNCC2)cc1 | -1 | -3.4%
17 | O=C(c1cc(-c2ccc(Cl)cc2)n(-c2ccc(Cl)cc2)n1)N1CCOCC1 | 29 | 1.3%
18 | CN(C)c1ccc(C(=O)NNC(=O)c2ccc(Cl)cc2)cc1 | -35 | -1.7%
19 | CCC(C)c1ccc(NC(=O)C2CC2)cc1 (stereo not drawn) | 8 | -0.7%
20 | Nc1nnc(SCC(=O)NCCOc2ccccc2)s1 | / | -0.2%
21 | Brc1ccc(-c2nn3c(Cc4ccccc4)nnc3s2)o1 | 9 | 1.2%
22 | CCCNC(=O)Cn1cnc2sc(C(=O)N3CCCC(C(=O)OCC)C3)c(C)c2c1=O (stereo not drawn) | 14 | 7.6%
23 | Cc1ccc(S(=O)(=O)NCC2COc3ccccc3O2)cc1 (stereo not drawn) | / | 0.3%
24 | Cn1c(N)c(N2CCCCC2)c(=O)n(CC(=O)Nc2ccc(Cl)c(Cl)c2)c1=O | / | -1.2%
25 | COCCNC(=O)C(NC(=O)C1CCC(C)CC1)C(C)C (stereo not drawn) | 6 | -4.3%
26 | COC(=O)c1onc(-c2c(C)cc(C)cc2C)c1C(=O)OC | / | 4.5%
27 | COc1ccc(C(CCN(Cc2ccc(OC)c(OC)c2)C(C)=O)c2ccccc2)cc1 (stereo not drawn) | 5 | 1.5%
28 | CCCN1C2CCCC1CC(NC(=S)Nc1cc(C)ccc1C)C2 (stereo not drawn) | / | -5.5%
29 | Cc1cc(C)cc(NC(=O)c2cccn2-c2ncc(C(F)(F)F)cc2Cl)c1 | / | 2.9%
30 | C=CC(C)(C)c1[nH]cnc1/C=C1\NC(=O)C(C(C)C)NC1=O (stereo not drawn) | / | 8.2%
31 | Cc1ccc(-n2nnc3c(=O)n(CC(=O)NCc4ccco4)cnc32)cc1 | 7 | 0.5%
32 | Cc1cccc(NC(=S)NN2CCOCC2)c1C | 4 | -3.6%
33 | O=C(CCS(=O)(=O)Cc1ccccc1)Nc1ccc2c(c1)OCCO2 | -9 | 2.9%
34 | C/C(=C\c1ccco1)CN1CCN(Cc2ccc(C)o2)C(CCO)C1 (stereo not drawn) | -7 | -1.8%
35 | O=C(CC12CC3CC(C1)CC(CC(=O)NC1=NCCS1)(C3)C2)NC1=NCCS1 | / | -3.6%
36 | COC(=O)Nc1ccc2c(c1)N(C(=O)CCN1CCN3CCCC3C1)c1ccccc1S2 (stereo not drawn) | 5 | -2.4%
37 | COCC(C)NC(=O)c1ccc(Cl)c(Cl)c1 (stereo not drawn) | / | 0.1%
38 | CC1CC(C)(C)NC(=S)N1CCCC(=O)Nc1ccc(F)c(F)c1 (stereo not drawn) | 0 | 0.0%
39 | O=C(O)c1ccccc1/C=N/NC(=S)NCc1ccccc1 | 8 | -3.4%
40 | O=C(Nc1ccccc1C(=O)N1CCOCC1)C1CCC(=O)N1C1CCCC1 (stereo not drawn) | 2 | -3.7%
41 | Cc1ccc(C2C3=C(CCCC3=O)Nc3nc(SCC(=O)NCc4ccco4)[nH]c(=O)c32)cc1 (stereo not drawn) | / | 3.5%
42 | CC(OC(=O)c1ccc2ccccc2n1)C(=O)Nc1ccc(N2CCOCC2)cc1 (stereo not drawn) | / | -5.7%
43 | COc1cc2c(cc1OC)C(C(=O)NCCN(C)C)C(c1cccs1)N(C)C2=O (stereo not drawn) | -11 | -2.8%
44 | CCOC(=O)c1c(NC(=O)c2cccs2)sc2c1CCCC2 | / | 1.6%
45 | CN(C)c1ccc(CN(C(=O)COc2ccccc2)C2CCS(=O)(=O)C2)cc1 (stereo not drawn) | / | 6.1%
46 | O=C(COC(=O)Cc1cccc(C(F)(F)F)c1)Nc1cccc2ccccc12 | 13 | 3.2%
47 | Cc1ccc(/C=N/n2c(=O)c(C(C)(C)C)nn3cnnc23)cc1 | 14 | 1.2%
48 | CC(=O)CSc1nnc(-c2ccc3c(c2)OCO3)o1 | / | 3.6%
49 | CSc1c(CC(=O)Nc2ccccc2)n(Cc2ccccc2)c2ccccc12 | -9 | -0.4%
50 | O=C(Cn1ncc2c3ccccc3n(Cc3ccccc3)c2c1=O)N1CCC2(CC1)OCCO2 | -8 | -1.9%
51 | CCc1ccc(N(CC(=O)NCc2ccc(F)cc2)C(=O)c2csnn2)cc1 | 5 | 2.0%
52 | CCn1cc(/C=N\NC(=O)COc2cccc(C)c2C)c(C)n1 | 11 | 1.1%
53 | COc1cccc(-n2c(O)c(C=Nc3c(C)n(C)n(-c4ccccc4)c3=O)c(=O)[nH]c2=O)c1 | / | 4.6%
54 | O=Cc1cc2ccccc2nc1SCc1ccc(Cl)cc1 | -13 | 0.1%
55 | CC(NC(=O)COc1ccccc1)C(c1cccs1)N1CCCC1 (stereo not drawn) | 0 | 1.2%
56 | O=C(Nc1nccs1)c1cn(-c2ccccc2)nc1-c1ccccc1 | -8 | -2.5%
57 | CCOC(=O)c1ccc(N2C(=O)CC(N3CCC(C(=O)OCC)CC3)C2=O)cc1 (stereo not drawn) | 8 | 3.5%
58 | CCc1noc(C)c1C(=O)Nc1nc(-c2ccc(Cl)cc2Cl)c(C)s1 | -44 | 3.8%
59 | C/C(=C/C(=O)O)C(=O)Nc1cccc(C(F)(F)F)c1 | 12 | -3.5%
60 | CCOc1ccc(Br)cc1/C(C)=N\NC1=NCCN1 | / | -6.0%

New compounds follow.
nr | structure | RmlCD inh 1536 | GlmU inhibition
61 | O=C(NCCc1csc(-c2cccnc2)n1)c1cccs1 | -11 | /
62 | Cc1[nH]n(CCC#N)c(=O)c1CC(=O)N1CCN(c2ccccc2)CC1 | 3 | 6.0%
63 | CCn1c2c(c(=N)c3c1CCC3)CCC2 | 3 | 6.5%
64 | Cc1ccc(C)c(OCCCC(C)(C)C(=O)O)c1 | / | 0.0%
65 | CCOC(=O)/C=c1\s/c(=C\c2ccc(C(=O)OC)cc2)c(=O)n1CC(=O)Nc1ccccc1 | 10 | 1.4%
66 | Cc1ccc(-c2csc(NC(=O)CSc3nc4ccccc4c(=O)n3CCCN(C)C)n2)cc1 | / | -3.9%
67 | c1ccc2c(c1)ccc1nnc(SCc3ccc4c(c3)OCO4)n12 | 9 | -1.3%
68 | CNC(=O)C(NC(=O)c1ccccc1)=C(C)C | 3 | 4.4%
69 | N#Cc1cc(C(=O)c2cc(Br)ccc2O)cn(Cc2ccccc2)c1=O | -3 | 7.4%
70 | COCCN(CCOC)c1nc(N)c2c(N)nc3c(c2c1C#N)CC(=O)N3Cc1ccc(Cl)cc1 | -8 | 3.0%
71 | Cc1cc(C)nc(N/N=C/c2ccc(Cl)cc2)n1 | 8 | -2.1%
72 | CCN(CC)CCCNc1cc2n(c(=O)n1)CCc1cc(OC)c(OC)cc1-2 | 1 | 0.6%
73 | Cn1cnnc1SCC(=O)NCCc1ccccc1 | 6 | 1.4%
74 | CC(C)CC(=O)Nc1ccc(C(=O)Cn2nc(C(=O)O)c3ccccc3c2=O)cc1 | / | -1.6%
75 | CC(C)(C)n1ncc2c(=O)n(CC(=O)Nc3ccc4c(c3)OCO4)cnc21 | -10 | -3.3%
76 | CC(=O)Oc1c(S(=O)(=O)c2ccccc2)c(C)nn1C(C)(C)C | 7 | -1.3%
77 | COC1C=CC(CNC(=O)c2cc3c(=O)n4cccc(C)c4nc3n2C)(OC)O1 (stereo not drawn) | 1 | -1.4%
78 | O=C(OC1CCOC1=O)c1cccc(S(=O)(=O)N2CCc3ccccc3C2)c1 (stereo not drawn) | 10 | 4.8%
79 | N#Cc1ccccc1NC(=O)c1ccccc1OCC(=O)NCc1ccco1 | -3 | 2.6%
80 | Cc1ccc(-n2ncc(C#N)c2/N=C/N2CCCCCC2)cc1 | 77 | /
81 | Cc1noc(C)c1COc1ccc(C(=O)OC(C)C(=O)Nc2ccc(N3CCOCC3)cc2)cc1 (stereo not drawn) | / | -0.5%
82 | COc1cc(O)c(C(CCN2CCCC(C)C2)c2ccc(N(C)C)cc2)c(OC)c1 (stereo not drawn) | -11 | 3.5%
83 | COc1ccc(C2c3ccc(O)cc3Oc3ncn(CCCO)c(=N)c32)cc1 (stereo not drawn) | / | 1.8%
84 | COc1ccccc1NC(=O)NCc1ccccc1F | / | -3.9%
85 | CC(C)(C)C(=O)Nc1nc(-c2ccccc2)ns1 | / | 17%
86 | CCOC(=O)C1=C(N)Oc2c(c(=O)oc3ccccc23)C12C(=O)N(C)c1ccccc12 (stereo not drawn) | -1 | -3.0%
87 | O=c1cc(CO)oc(C(Nc2ccccn2)c2ccccc2Cl)c1O (stereo not drawn) | 1 | 1.3%
88 | CC1CN(C(=O)CN2C(=O)NC3(CCCCCC3)C2=O)CC(C)O1 (stereo not drawn) | 5 | 0.8%
89 | CCOc1ccc(C2C(C#N)=C(N)Oc3nc[nH]c(=O)c32)cc1 (stereo not drawn) | 4 | 0.7%
90 | COc1ccc(C2NCCc3c2[nH]c2ccccc32)cc1CSc1nc2ccccc2s1 (stereo not drawn) | / | 1.9%
91 | COc1ccccc1-n1cnnc1SCC(=O)Nc1cc(C)on1 | / | 0.8%
92 | C/C=C/C=C/[C@H]1Cc2cc(O)cc(O)c2O1 | / | -0.3%
93 | Clc1ccc(OCc2nc(-c3ccncc3)no2)c(Cl)c1 | 10 | -2.9%
94 | O=P(O)(O)c1ccccc1OCCOCCOc1ccccc1P(=O)(O)O | -9 | -6.6%
95 | COc1ccc(NC(=O)CN2C(=O)CSC2=O)cc1 | -4 | 3.8%
96 | COc1ccccc1NC(=O)c1ccc2snnc2c1 | / | -4.8%

Entries shown so far containing a COOH group:
nr | structure | RmlCD inh 1536 | GlmU inhibition
8 | O=C(O)CCC(=O)N1CCc2cc(S(=O)(=O)N3CCCCC3)ccc21 | -12 | 2.4%
15 | COc1ccc(-c2[nH]nc3c2C2(C(=O)N(CC(=O)O)c4ccccc42)C(C#N)=C(N)O3)cc1OC (stereo not drawn) | 7 | 4.3%
39 | O=C(O)c1ccccc1/C=N/NC(=S)NCc1ccccc1 | 8 | -3.4%
59 | C/C(=C/C(=O)O)C(=O)Nc1cccc(C(F)(F)F)c1 | 12 | -3.5%
64 | Cc1ccc(C)c(OCCCC(C)(C)C(=O)O)c1 | / | 0.0%
74 | CC(C)CC(=O)Nc1ccc(C(=O)Cn2nc(C(=O)O)c3ccccc3c2=O)cc1 | / | -1.6%

Continuation:
nr | structure | RmlCD inh 1536 | GlmU inhibition
97 | CCN(CC)C(=O)CSc1nnc(-c2ccc(S(=O)(=O)NCc3ccccc3Cl)cc2)o1 | -37 | /
98 | CCOC(=O)c1ccc(NC(=O)N2CCN(S(C)(=O)=O)CC2)cc1 | / | 4.8%
99 | CC(NS(=O)(=O)c1ccc(F)cc1)C(=O)NCc1ccncc1 (stereo not drawn) | -6 | -0.4%
100 | CCOC(=O)Cc1csc(N/C(=N/S(=O)(=O)c2ccc(Cl)cc2)c2ccccc2)n1 | -9 | 7.8%
101 | COc1ccc(CC(=O)OCC(=O)Nc2ccc(Br)cc2)cc1 | -8 | -0.7%
102 | O=C(CSc1nc2[nH]ncc2c(=O)[nH]1)NCc1ccccc1Cl | -9 | 7.4%
103 | CC1(C)CC(=O)C(C=Nc2ccc(Cl)cn2)=C(O)C1 | 2 | 14%*
104 | COc1ccc(-c2[nH]ncc2CN(CCO)Cc2cccs2)c(F)c1 | -9 | -0.4%
105 | CCCn1c(N)c(N(CCOC)C(=O)/C=C/c2ccc(C(=O)OC)cc2)c(=O)[nH]c1=O | 28 | -8.1%
106 | Cc1ccc(CNc2nc(N)c([N+](=O)[O-])c(NCCO)n2)cc1 | 6 | -4.8%
107 | O=C1C2C(C(=O)N1/N=C/c1cc([N+](=O)[O-])ccc1O)C1C=CC2C12CC2 (stereo not drawn) | 10 | -1.8%

Values in list order from the entries so far:
RmlCD inh 1536, compounds 100 to 106: -9, -8, -9, 2, -9, 28, 6
GlmU inhibition, compounds 100 to 106: 7.8%, -0.7%, 7.4%, 14%*, -0.4%, -8.1%, -4.8%

Only part of the results is shown; count on the stated rates, not on these rows.
